Source: PubChem
RSV CPE inhibition: RSV antiviral activity via CPE protection, HEp-2 cells, primary 10 µM value included (AID 2391); HEp-2 cells, RSV-induced CPE inhibition; higher % means a stronger effect; CPE inhibition, % at 10 µM, or IC50 in µM where a hit was titrated; 310,000 tested, 0.13% active; in the data active = a potency from the dose series; inconclusive = CPE inhibition mostly from about 23% at the one dose, without a potency; inactive = the rest, 99 in 100 with CPE inhibition below about 21%; note: strong numbers were not always called active
Rac1 GTP hydrolysis: MgcRacGAP GTPase-activating activity inhibitors, confirmation, biochemical, ADP Hunter fluorescence; 340,000 tested, 0.6% active; one-dose inhibition, % at 30 µM; IC50 in µM for titrated hits; Rac GTPase-activating protein 1 (Homo sapiens); MgcRacGAP-stimulated Rac1 GTP hydrolysis, ADP Hunter fluorescence; higher % means a stronger effect; GST-tagged Rac1 F28L mutant substrate; AID 624330, 2012;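 active = first-screen hits whose inhibition reached a set limit at any dose in the follow-up dose series; inconclusive = inhibition above the set first-screen limit but never retested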;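 note: fluorescence reports GDP produced by GAP-driven GTP hydrolysis; strong numbers were not always called active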
West Nile antiviral: West Nile virus antiviral activity, cell-based, CPE readout (AID 1621). West Nile virus-infected cells, CPE inhibition; higher % means a stronger effect. CPE inhibition, % at 10 µM; hits with a dose series show IC50 in µM. 290,000 tested, 0.02% active; in the data active = a potency from the dose series; inconclusive = CPE inhibition mostly from about 3.7% at the one dose, without a potency; inactive = the rest, 99 in 100 with CPE inhibition below about 2.2%; note: strong numbers were not always called active
NTR1 agonist: agonists of NTR1, primary screen, imaging, U2OS cells, beta-arrestin-GFP, high content (AID 493036). NTR1-U2OS beta-arrestin-GFP spot imaging, agonist mode. activation, % at 20 µM. 330,000 tested, 0.17% active;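 active = activation at or above 40% of the spot to cytoplasm intensity ratio, with at least 20 cells analyzed; inconclusive = wells under 20 cells, flagged as cytotoxic or low count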;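 note: 0% = DMSO without peptide and 100% = 100 nM NTR1 peptide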
Target sequence (P30989 whole entry, looked up): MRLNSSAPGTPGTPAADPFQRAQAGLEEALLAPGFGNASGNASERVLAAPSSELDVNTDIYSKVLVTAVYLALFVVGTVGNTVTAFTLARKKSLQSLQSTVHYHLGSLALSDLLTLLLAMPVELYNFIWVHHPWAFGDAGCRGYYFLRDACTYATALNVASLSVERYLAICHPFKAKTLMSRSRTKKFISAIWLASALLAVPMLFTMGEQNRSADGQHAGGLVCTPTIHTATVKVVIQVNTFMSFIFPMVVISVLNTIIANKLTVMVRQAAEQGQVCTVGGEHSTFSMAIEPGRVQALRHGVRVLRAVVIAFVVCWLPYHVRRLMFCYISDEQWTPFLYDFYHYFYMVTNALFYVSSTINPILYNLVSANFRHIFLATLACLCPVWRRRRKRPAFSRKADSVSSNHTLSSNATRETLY
NS5 inhibitors: Dengue-2 NS5 methyltransferase inhibitors, primary screen, biochemical, confirmation dose response (AID 588689). Genome polyprotein (Dengue virus type 2 (strain 16681-PDK53)). Dengue-2 NS5 methyltransferase capping enzyme assay, biochemical; higher % means a stronger effect. inhibition, % at 25 µM; hits with a dose series show IC50 in µM. 340,000 tested, 0.3% active; in the data active = a potency from the dose series; inconclusive = inhibition above about 29% without an active follow-up result
SV40 large T antigen: SV40 large T antigen inhibitors, biochemical (AID 1903); one-dose inhibition, % at 20 µM; IC50 in µM for titrated hits; 310,000 tested, 0.39% active; SV40 large T antigen ATPase/helicase inhibition assay; higher % means a stronger effect; in the data active = a potency from the dose series; inconclusive = inhibition mostly from about 32% at the one dose, without a potency; inactive = the rest, 99 in 100 with inhibition below about 32%; note: strong numbers were not always called active
T cell modulator: modulators of CD8 T cell-vesicle binding, primary screen, mouse 2C CD8+ T cells, flow cytometry | 330,000 tested, 0.068% active | calls only at 7 µM | 2C CD8+ T cell-vesicle binding; stronger effect = lower value;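 active = response, share of CD8 T cells binding vesicles, and their 90th percentile fluorescence all below set limits, cut at about 80% in these data, passing the limit was not always enough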
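material = purified 2C TCR transgenic mouse naive CD8+ T cells | controls = Unloaded micro-vesicles (low), QL9 vesicles with 0.7% DMSO (high) | detection = cytometric PE anti-B7-1 and Alexa647 anti-CD8 signals after 1% paraformaldehyde fixation | incubation = binding step 1.5 h, 37 °C, antibody labelling 20 min, ice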
PhoP inhibition: inhibitors of PhoP regulon expression, primary screen, Salmonella Typhimurium, GFP reporter (AID 1863); S. Typhimurium PhoP-regulated promoter GFP reporter, 4 h; higher % means a stronger effect; one-dose inhibition, % at 50 µM; IC50 in µM for titrated hits; 300,000 tested, 0.16% active;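 active = inhibition over 29.93%, a cutoff 3 SD above the screen mean, later confirmed by dose response; inconclusive = inhibition over 29.93% but no dose response follow-up; inactive = inhibition at most 29.93% or unconfirmed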;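 note: 0% = low Mg2+ inducing control and 100% = high Mg2+ repressing control; strong numbers were not always called active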
K1F lysis inhibition: inhibition of K1F phage lysis, E. coli UTI89, bacterial capsule biogenesis inhibitors, alamar blue (AID 488966); E. coli UTI89 K1F phage lysis, alamar blue, 2 h; higher % means a stronger effect; one-dose inhibition, % at 100 µM; IC50 in µM for titrated hits; 340,000 tested, 0.02% active;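 active = phage lysis inhibition, versus mean bacterial control, above a set limit; inconclusive = no clear call, values can overlap the other calls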;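 note: capsule biogenesis inhibitors block K1F phage lysis so surviving cells raise fluorescence; higher fluorescence means more inhibition of phage lysis; actives were called in the ten point dose series up to 300 µM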
T cell modulator vesicle-bound %: also measured in T cell modulator; calls as there; double positive events, %; measured here: CD8+ vesicle-bound cell fraction;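 binding gate set so that unloaded-vesicle control wells show 10% double positive cells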
NTR1 agonist cell count 20 µM: further read-out of NTR1 agonist, marked with its call; cell count; measured here: cell count, cytotoxicity flag
NS5 inhibitors pilot replicate: second read-out of NS5 inhibitors, no call of its own (marks repeat the call); inhibition, %; measured here: pilot screen replicate inhibition
The depositor's hits bear a star; i = inactive; ? = inconclusive; . = not tested or not shown; [ ] = dose if it differs, or a comment.

SMILES	RSV CPE inhibition	Rac1 GTP hydrolysis	West Nile antiviral	NTR1 agonist	NTR1 agonist cell count 20 µM	NS5 inhibitors	SV40 large T antigen	T cell modulator	T cell modulator vesicle-bound %	PhoP inhibition	K1F lysis inhibition	others
COC(=O)c1cc(Cl)cc2c(C)c(C3(O)CCCCC3)[nH]c12	16%	9%	-1.2%	16	95	-4%	3%	i	16	.	-0.2%
O=C(NCc1cccs1)C1CC(c2ccc(Cl)c(Cl)c2)=NO1 (stereo not given)	1.0%	3%	-0.1%	2.2	50	-11%	4%	i	23	-2%	-0.4%
CCOC(=O)CNC(=O)CNC(=O)Cn1ccc2ccccc2c1=O	1.1%	5%	0.2%	-0.8	70	-1%	6%	i	47	-3%	-0.1%
CO/N=C/C(C#N)=C/c1ccc(OC)c(OC)c1	11%	4%	0.1%	1.0	46	-7%	1%	i	52	5%	0.4%
CN1C(=O)NC(c2ccccc2Cl)C2=C1CC(C)(C)CC2=O (stereo not given)	1.3%	6%	0.1%	1.3	55	-7%	2%	i	34	6%	0.4%
COC(=O)c1cc(CNC(=O)CCCSc2ccccc2)ccc1OC	.	6%	0.1%	1.2	50	4%	.	.	.	.	-0.4%
CSc1ncccc1C(=O)NCCc1ccccc1F	1.8%	5%	0.2%	-1.2	50	6%	6%	i	10	11%	0.2%
COc1ccc(NC(=O)COC(=O)C23CC4CC(CC(NC(C)=O)(C4)C2)C3)cc1S(=O)(=O)N1CCOCC1	.	1%	.	1.2	56	7%	.	i	49	.	1.0%
O=C(CCN1C(=O)[C@@H]2Cc3ccccc3CN2C1=O)NCc1ccccc1	2.5%	-47%	0.0%	3.4	53	1%	28%	i	33	-4%	0.2%
CCOc1ccc(NC(=S)Nc2ccc3nsnc3c2)cc1	14%	10%	1.7%	0.8	89	46%	23%	i	48	-4%	0.0%[50 µM]
CCCC1(C)SC(NC(C)=O)=NN1C(C)=O (stereo not given)	1.2%	1%	-0.1%	6.7	62	-4%	2%	i	53	-18%	-0.9%
O=C(CSc1nc2ccccc2s1)Nc1ccc(N2CCOCC2)c(Cl)c1	7.8%	3%	-0.2%	3.6	69	1%	12%	i	44	31%	4.4%
COc1ccc2oc(=O)c(C(=O)NCc3cccnc3)cc2c1	0.9%	8%	0.0%	0.7	55	3%	6%	i	8	1%	0.2%
O=C(OCC(=O)N1CCc2ccccc2C1)c1cc(=O)[nH]c2ccccc12	-0.1%	9%	0.7%	0.2	70	-11%	9%	i	54	3%	0.1%
CCN1CCN(C(c2cccs2)C(C)NC(=O)c2c(F)cccc2F)CC1 (stereo not given)	0.5%	9%	0.0%	0.1	50	0%	14%	i	44	2%	5.0%
CC(C)Cn1c(N)c(C(=O)COC(=O)c2ccc(O)cc2)c(=O)n(C)c1=O	14%	0%	0.6%	1.9	33	-11%	4%	i	30	2%	1.1%
Cc1ccc2[nH]c(=O)c(CN(C)S(=O)(=O)c3cccc4nonc34)cc2c1	1.9%	6%	-0.9%	-0.6	58	12%	3%	i	6	-2%	0.0%
COc1ccc2c(c1)CC/C(=C\Nc1ccc3c(c1)OCO3)C2=O	0.9%	6%	-0.5%	4.0	53	-13%	26%	i	8	47%	0.2%
COc1cc(C(=O)NC(=S)Nc2ccc(N3CCCC3)cc2)cc(OC)c1OC	3.2%	7%	1.5%	3.2	30	-6%	5%	i	17	14%	7.7%
C/C(=N\NC(=O)Cn1nc(C)cc1C)c1ccc([N+](=O)[O-])cc1	.	3%	-0.6%	-0.4	50	-3%	11%	i	49	-5%	0.0%
CC(C)CC(=O)/C(=C\c1ccc(Cl)cc1Cl)n1cncn1	.	27%	-1.7%	.	.	-39%	8%	.	.	6%	-0.9%
Cc1ccc2oc(C(=O)N3CCN(CCO)CC3)c(C)c2c1	1.3%	8%	-0.8%	1.0	63	-3%	2%	i	56	9%	0.2%	NS5 inhibitors pilot replicate=-1.8
O=S1(=O)[C@H]2C[C@@H]3C=C[C@@]2(CN1Cc1ccc(F)cc1)O3	0.7%	3%	-0.3%	-0.5	37	-5%	17%	i	31	-3%	-0.1%
Cc1ccc(/C(N)=N/OC(=O)COc2ccc(Cl)c(C)c2)cc1	1.4%	11%	0.1%	-2.4	48	-3%	23%	i	35	-1%	3.3%
CC(NC(=O)Cc1ccsc1)c1ccc(F)cc1 (stereo not given)	0.9%	3%	-0.2%	0.7	50	-6%	17%	i	27	-1%	0.6%
CCc1ccc(Nc2cc(C)nc3ncnn23)cc1	?	4%	-0.8%	0.1	53	-5%	11%	i	7	-1%	0.3%	NS5 inhibitors pilot replicate=-4.3
CC1(c2nnc(Cc3ccccc3)o2)CC(c2ccccc2[N+](=O)[O-])=NO1 (stereo not given)	3.5%	7%	.	-5.6	98	6%	26%	i	34	.	-2.7%
COc1cccc(CNC(=O)COC(=O)CCCNC(=O)c2ccc(Cl)cc2)c1	-2.1%	5%	.	-1.0	67	-7%	13%	i	54	-1%	1.3%[50 µM]
CCn1cc(C(=O)NCC(OC)OC)c(=O)c2cc(S(=O)(=O)N3CCC(C)CC3)ccc21	56%	9%	1.9%	0.9	53	-6%	12%	i	34	1%	0.1%
CCN1C(=O)C(CC(=O)Nc2ccc(F)cc2)N(Cc2cccs2)C1=S (stereo not given)	14%	3%	-1.0%	1.6	37	-4%	0%	i	60	2%	-0.2%

Some of these compounds in order of molecular weight, low to high:
SMILES	RSV CPE inhibition	Rac1 GTP hydrolysis	West Nile antiviral	NTR1 agonist	NTR1 agonist cell count 20 µM	NS5 inhibitors	SV40 large T antigen	T cell modulator	T cell modulator vesicle-bound %	PhoP inhibition	K1F lysis inhibition	others
O=C(CCN1C(=O)[C@@H]2Cc3ccccc3CN2C1=O)NCc1ccccc1	2.5%	-47%	0.0%	3.4	53	1%	28%	i	33	-4%	0.2%
CCn1cc(C(=O)NCC(OC)OC)c(=O)c2cc(S(=O)(=O)N3CCC(C)CC3)ccc21	56%	9%	1.9%	0.9	53	-6%	12%	i	34	1%	0.1%
COc1ccc(NC(=O)COC(=O)C23CC4CC(CC(NC(C)=O)(C4)C2)C3)cc1S(=O)(=O)N1CCOCC1	.	1%	.	1.2	56	7%	.	i	49	.	1.0%

Next part:
SMILES	RSV CPE inhibition	Rac1 GTP hydrolysis	West Nile antiviral	NTR1 agonist	NTR1 agonist cell count 20 µM	NS5 inhibitors	SV40 large T antigen	T cell modulator	T cell modulator vesicle-bound %	PhoP inhibition	K1F lysis inhibition	others
CN(C)CCCN(C(=O)CCc1ccccc1)c1nc2c(F)cccc2s1	-0.6%	9%	-0.6%	1.1	71	-6%	3%	i	33	-2%	2.5%[50 µM]
O=C(O)COc1ccccc1/C=N/NC(=O)C(O)c1ccccc1 (stereo not given)	0.3%	8%	0.6%	-0.8	75	-7%	8%	i	56	1%	0.1%	NS5 inhibitors pilot replicate=-0.3
C=CCc1cccc2cc(C(=O)NCCOC)c(=O)oc12	-0.1%	10%	0.3%	0.9	70	-4%	10%	i	25	7%	0.2%
CC(C)CN1CCN(Cc2cc(F)ccc2-n2cccn2)CC1CCO (stereo not given)	2.0%	3%	0.6%	2.2	92	0%	1%	i	65	-6%	0.2%
COc1ccc(Cc2nc3ccc(C(=O)N4CCN(C)C(C)C4)cc3o2)cc1OC (stereo not given)	0.0%	7%	-0.3%	1.8	82	-1%	14%	i	13	-2%	0.0%
Cc1ccc(-c2nnc(NC3CCCC3)s2)cc1	4.0%	11%	-0.7%	3.3	61	-7%	15%	i	14	4%	0.1%	NS5 inhibitors pilot replicate=0.9
CC1(C)NC(=O)N(CC(O)CN2C(=O)NC(C)(C)C2=O)C1=O	-0.3%	-12%	0.1%	-0.9	45	16%	3%	i	36	4%	-0.3%	NS5 inhibitors pilot replicate=2.4
O=C(NNC(=O)C1CCC1)c1ccc(Cl)cc1	1.2%	-4%	-0.1%	2.5	64	-6%	9%	i	44	2%	0.4%
COc1ccccc1CNC(=O)CC1Sc2ccccc2NC1=O (stereo not given)	3.5%	9%	-0.3%	-1.2	56	2%	4%	i	29	0%	0.3%
Cc1ccc(/C=N/NC(=O)NN(C)c2ncc(C(F)(F)F)cc2Cl)cc1	1.1%	4%	-1.0%	1.1	47	-11%	-2%	i	27	-1%	0.0%
O=C1c2oc3ccc(Cl)cc3c(=O)c2C(c2cccc(Br)c2)N1CCO (stereo not given)	1.1%	5%	0.8%	2.3	52	-3%	0%	i	40	-6%	0.4%
Cc1cc(C)nc(N2CCN(c3ccc(F)cc3)CC2)n1	-0.4%	6%	-0.7%	0.4	54	-1%	14%	i	63	-6%	-0.8%
CCOC(=O)C1=C(C)N(C)C(=S)N(C)C1c1ccc(OC)cc1 (stereo not given)	0.0%	2%	0.1%	1.9	56	-8%	-3%	i	29	-1%	0.3%
CN(Cc1nc(-c2ccc(Cl)cc2)no1)C(=O)c1ccco1	14%	6%	-1.1%	0.1	57	-2%	5%	i	21	7%	1.6%
Cc1ccc(NC(=S)N2CCC(NC(=O)C3CCCCC3)CC2)cc1C	2.9%	-10%	-0.8%	-2.4	52	-3%	2%	i	18	7%	-0.2%
NS(=O)(=O)c1ccc(NC(=O)COC(=O)CSc2n[nH]c(-c3ccccc3)n2)cc1	0.0%	15%	0.4%	-1.2	45	-8%	9%	i	45	-17%	0.1%
CC(=O)Nc1ccc(S(=O)(=O)N(CCCN2CCOCC2)Cc2cccs2)cc1	-0.8%	9%	-0.1%	-0.8	39	-3%	-9%	i	5	-2%	1.3%

Reprinted at random: 2 records from the list, in no set order.
SMILES	RSV CPE inhibition	Rac1 GTP hydrolysis	West Nile antiviral	NTR1 agonist	NTR1 agonist cell count 20 µM	NS5 inhibitors	SV40 large T antigen	T cell modulator	T cell modulator vesicle-bound %	PhoP inhibition	K1F lysis inhibition	others
CN(Cc1nc(-c2ccc(Cl)cc2)no1)C(=O)c1ccco1	14%	6%	-1.1%	0.1	57	-2%	5%	i	21	7%	1.6%
O=C1c2oc3ccc(Cl)cc3c(=O)c2C(c2cccc(Br)c2)N1CCO (stereo not given)	1.1%	5%	0.8%	2.3	52	-3%	0%	i	40	-6%	0.4%
